FUS yeast rescue: qHTS for Suppressors of FUS Proteinopathy: Primary screen using FUS-linked yeast assay. S. cerevisiae FUS-expressing, growth rescue, OD600, 24 h. Potency, µM (highest dose often 76.6 µM), for inactives: at the top dose growth rescue (activation), hits mostly activators. 390,000 tested, 0.24% active;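 note: potency is the fitted concentration of half-maximal effect; plate controls were DMSO vehicle for no effect and reference control for full effect; nearly all actives have a fitted effect of over 55% in size; some results filed as inactive show a strong effect at the top dose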
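Galactose (2%) drives FUS expression in yeast precultured in raffinose; seeding density OD 0.005. Test compounds incubated 24hr at 30C and 99% humidity before absorbance at 600 nm was measured.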
DRD3 antagonist: qHTS of D3 Dopamine Receptor Antagonist: qHTS. D(3) dopamine receptor (Homo sapiens), P35462. D3R cells, DiscoveRx beta-arrestin luminescence, antagonist mode; hits give low values. max response, negative = inhibition, %. 360,000 tested, 2.5% active. AID 652054, 2013; in the data active = max response below about -50%; inconclusive = no clear call, values can overlap the other calls; note: % is set by controls: 0 for no effect and ±100 for the full control effect; mostly tested at two doses, the higher about 12 µM
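Cells expressing the human receptor were seeded at 1500 cells/well, incubated overnight at 37 degrees C in 5% CO2, then exposed to library compounds with dopamine controls for 90 minutes at 37 degrees C before luminescent detection.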
TDP-43 yeast inh: qHTS of TDP-43 Inhibitors | 410,000 tested, 1.8% active | AID 652104, 2013 | Potency, µM (titrated, usually from 46.1 µM), for the others: at the highest dose growth rescue (activation), most hits filed as activators | TDP-43 expressing yeast growth rescue, BacTiter-Glo, 24 h; note: potency is the fitted concentration of half-maximal effect; % of control where 0% means no effect; nearly all actives have a fitted effect of over 50% in size
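Growth rescue of TDP-43-toxic yeast measured as ATP luminescence (BacTiter-Glo). Cells grown to mid-log in raffinose, induced in galactose at OD600=0.02, exposed to compound 24 hr at 30 deg C.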
D3 ag: qHTS of D3 Dopamine Receptor Agonist: qHTS; D(3) dopamine receptor (Homo sapiens), P35462; D3R DiscoveRx beta-arrestin cells, luminescence, 90 min; max activation, %; 410,000 tested, 0.58% active; in the data active = max activation above about 30%; note: 0% is about no effect; mostly tested at two doses, the higher about 12 µM
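Cells at 1500/well, incubated overnight, then treated with pinned compounds (dopamine as control) for 90 min at 37 degrees C. DiscoveRx reagent added for 30 - 60 minutes at room temperature; luminescence read.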
aSyn yeast inh: qHTS of alpha-syn Inhibitors; Potency, µM (top dose mostly 46.1 µM), inactives show at the top dose growth rescue (activation), actives largely listed as activators; 370,000 tested, 0.14% active; Yeast expressing alpha-synuclein, growth rescue, BacTiter-Glo, 24 h; note: potency is the fitted concentration of half-maximal effect; % of control where 0% means no effect; nearly all actives have a fitted effect of over 65% in size
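Screening used galactose-induced yeast with toxic alpha-synuclein levels, exposed to compound for 24 hr at 30 deg C. Cell growth, read with BacTiter-Glo luminescence, gave the measured signal.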
Abeta rescue: qHTS for compounds that reverse cellular toxicity of Amyloid beta (A-beta) peptide in yeast: Primary Screen; 410,000 tested, 0.063% active; AID 1347071, 2019; yeast expressing A-beta42, growth rescue, OD600, 48 h; response scale: 0% DMSO, 100% iron-clioquinol control; Potency, µM (top dose mostly 46.1 µM), inactives show top-dose growth rescue, hits mostly activators; note: potency is the fitted concentration of half-maximal effect; nearly all actives have a fitted effect of over 55% in size
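Growth rescue measured by 600 nm absorbance after 48 h yeast culture at 30 C with compound. Values normalized between DMSO and an equimolar ferric chloride plus clioquinol control.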
EPAC2 antagonist: qHTS for Antagonist of cAMP-regulated guanine nucleotide exchange factor 2 (EPAC2): primary screen | 360,000 tested, 0.18% active | Potency, µM (top dose mostly 114 µM), for inactives: top-dose activity, negative = inhibition, usual class: inhibitors | EPAC2 GEF exchange of Rap1B-BODIPY-GDP, fluorescence | Rap guanine nucleotide exchange factor 4 (Homo sapiens), Q8WZA2 | AID 720708, 2013; note: potency is the fitted concentration of half-maximal effect; % is set by controls: 0 for no effect and ±100 for the full control effect; nearly all actives have a fitted effect of over 45% in size; many of its hits are not listed in these tables
Target sequence (Q8WZA2 whole entry, looked up): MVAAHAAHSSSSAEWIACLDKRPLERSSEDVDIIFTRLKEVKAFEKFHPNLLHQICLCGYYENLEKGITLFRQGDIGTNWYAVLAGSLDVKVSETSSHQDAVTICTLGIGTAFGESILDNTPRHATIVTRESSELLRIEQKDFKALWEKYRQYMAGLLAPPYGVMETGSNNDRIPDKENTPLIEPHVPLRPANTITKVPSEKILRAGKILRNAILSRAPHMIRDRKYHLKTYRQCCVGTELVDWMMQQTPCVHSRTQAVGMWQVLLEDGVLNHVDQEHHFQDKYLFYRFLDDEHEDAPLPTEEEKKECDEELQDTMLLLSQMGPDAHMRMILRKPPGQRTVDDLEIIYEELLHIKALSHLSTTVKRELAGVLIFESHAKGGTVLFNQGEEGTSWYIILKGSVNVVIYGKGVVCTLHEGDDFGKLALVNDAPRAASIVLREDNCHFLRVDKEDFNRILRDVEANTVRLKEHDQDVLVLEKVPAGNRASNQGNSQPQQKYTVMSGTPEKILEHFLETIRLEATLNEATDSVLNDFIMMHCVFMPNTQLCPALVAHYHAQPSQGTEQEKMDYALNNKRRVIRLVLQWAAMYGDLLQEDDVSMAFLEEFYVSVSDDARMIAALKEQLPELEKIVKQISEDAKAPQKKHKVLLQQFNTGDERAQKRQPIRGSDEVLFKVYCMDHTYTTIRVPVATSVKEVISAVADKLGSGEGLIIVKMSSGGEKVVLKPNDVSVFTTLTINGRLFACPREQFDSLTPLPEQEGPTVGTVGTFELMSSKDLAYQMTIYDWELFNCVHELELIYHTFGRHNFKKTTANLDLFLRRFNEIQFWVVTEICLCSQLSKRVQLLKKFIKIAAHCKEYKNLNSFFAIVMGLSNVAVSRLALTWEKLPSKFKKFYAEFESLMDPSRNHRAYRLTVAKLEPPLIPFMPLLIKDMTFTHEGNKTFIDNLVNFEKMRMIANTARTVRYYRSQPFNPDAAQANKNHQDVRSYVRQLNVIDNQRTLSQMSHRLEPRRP
EPAC2 agonist: qHTS for Agonist of cAMP-regulated guanine nucleotide exchange factor 4 (EPAC2): primary screen; Rap guanine nucleotide exchange factor 4 (Homo sapiens), Q8WZA2; EPAC2 activation, biochemical qHTS; response scale: 100% = 6.5 mM cAMP response; Potency, µM (series often up to 154 µM), for inactives: at the top dose activation, most hits filed as activators; 360,000 tested, 0.079% active; AID 720711, 2013; note: potency is the fitted concentration of half-maximal effect; nearly all actives have a fitted effect of over 50% in size
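In this primary screen, activation is scored as increased exchange of BODIPY-GDP from Rap1B by 100 nM EPAC2, with 50 uM GDP as competitor. Signal is normalized to the 6.5 mM cAMP agonist control.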
* = called active by the depositor; ? = inconclusive; nt = not tested or not shown; [ ] = dose if it differs, or a comment. Unless noted, calls come from the whole dose curve; as a rule, active = well fitted curve in the direction sought with a large enough effect; inconclusive = small, poorly fitted or top-dose-only effect, or another doubt; inactive = no such curve, though single readings can be large; an effect the other way counts as inactive or inconclusive.

no.	Molecule	FUS yeast rescue	DRD3 antagonist	TDP-43 yeast inh	D3 ag	aSyn yeast inh	Abeta rescue	EPAC2 antagonist	EPAC2 agonist
1	C(/C=C/c1ccco1)=N/N1CCN(c2ccccc2)CC1	0%	-13	15%	-14	-13%	-18%	4%	2%
2	COc1ccc(Nc2nc(N3CCCCC3)c3ccccc3n2)cc1	26%	?	2%	3	-4%	-10%	-1%	9%
3	Fc1ccc(CSc2nc3ncc(Br)cc3[nH]2)cc1	-6%	-3	4%	0	-6%	16%	4%	2%
4	COc1ccc(-c2nn(-c3ccccc3)cc2C(=O)Nc2nc(CC(C)=O)ns2)cc1	48%	-10	-3%	-1	-3%	-5%	-4%	7%
5	OCCC1CN(Cc2cnn(-c3ccccc3Cl)c2)CCN1Cc1ccsc1 (stereo not given)	5%	-68*	0%	-17	-5%	-12%	3%	6%
6	COc1ccc(CCN=Cc2ccc(O)cc2)cc1OC	17%	-10	14%	2	0%	0%	0%	-7%
7	CCN(CC)CCn1cnc2c1c(=O)n(CCOC(=O)c1cc(OC)c(OC)c(OC)c1)c(=O)n2C	4%	-8	-7%	-6	3%	-5%	-2%	13%
8	COc1ccc(NC(=O)c2ccc(Cl)c(S(=O)(=O)NCC3CCCO3)c2)c(OC)c1 (stereo not given)	44%	2	-20%	0	-16%	-6%	6%	6%
9	COc1ccc2cc(C(=O)N/N=C/c3cc(OC)c(OC)c(OC)c3)[nH]c2c1	21%	16	3%	-12	-18%	7%	-7%	24%
10	COc1cc2ccccc2cc1C(=O)Nc1ccc(N2CCOCC2)cc1	41%	11	8%	1	6%	7%	1%	-1%
11	O=C(Nc1n[nH]c(=S)s1)c1ccc2ccccc2c1	8%	-14	18%	5	-5%	17%	-7%	10%
12	CC(=O)c1ccc(Sc2ccccc2N)c([N+](=O)[O-])c1	20%	-9	?	2	-6%	19%	-7%	16%
13	Fc1ccc2nc(Nc3nc4cc5c(cc4s3)OCCO5)sc2c1	nt	0	20%	-4	-8%	4%	-2%	10%
14	CCc1ccc(OCC(=O)N2CCc3ccccc32)cc1	10%	0	-14%	4	7%	16%	-1%	10%
15	Cn1c(=O)c2c(ncn2CC(=O)OCC(=O)Nc2cccc(Cl)c2)n(C)c1=O	20%	-23	6%	-11	-2%	-3%	8%	12%

The final 3 entries of the part before are carried over, then new ones follow.
no.	Molecule	FUS yeast rescue	DRD3 antagonist	TDP-43 yeast inh	D3 ag	aSyn yeast inh	Abeta rescue	EPAC2 antagonist	EPAC2 agonist
13	Fc1ccc2nc(Nc3nc4cc5c(cc4s3)OCCO5)sc2c1	nt	0	20%	-4	-8%	4%	-2%	10%
14	CCc1ccc(OCC(=O)N2CCc3ccccc32)cc1	10%	0	-14%	4	7%	16%	-1%	10%
15	Cn1c(=O)c2c(ncn2CC(=O)OCC(=O)Nc2cccc(Cl)c2)n(C)c1=O	20%	-23	6%	-11	-2%	-3%	8%	12%
16	CCC(C)(C)n1nnnc1C(c1ccc(OC)cc1)N1CCN(C(=O)c2ccco2)CC1 (stereo not given)	19%	10	-23%	2	1%	-3%	-2%	3%
17	Cc1ccc(N/C=C2/Sc3ccccc3NC2=O)cc1	-7%	-24	4%	-1	1%	-9%	0%	-7%
18	O=c1c2ccccc2ncn1Cc1ccccc1	0%	7	31%	17	-7%	33%	1%	8%
19	O=C(Nc1nc(-c2cccs2)cs1)c1ccc(S(=O)(=O)N2CCCCC2)cc1	-17%	6	14%	0	-4%	-9%	9%	19%
20	CCOc1ccc(C(=O)CCC(=O)Nc2ccc(C)c(S(=O)(=O)N3CCCCC3)c2)cc1	33%	-2	-3%	-1	9%	21%	-19%	9%
21	CCc1nnc(NC(=O)c2ccc(S(=O)(=O)N3CCCCC3)cc2)s1	18%	-23	12%	0	-9%	-19%	3%	15%
22	CCOC(=O)c1sc2ncn(C(C)C(=O)OC)c(=O)c2c1C (stereo not given)	3%	13	?	1	-2%	-23%	0%	-1%
23	CCC1(c2ccc(F)cc2)NC(=O)N(CC(=O)N2CCc3ccccc3C2)C1=O (stereo not given)	13%	-8	-5%	-21	-3%	0%	-12%	19%
24	COc1cccc(Nc2nnc(SCc3cc([N+](=O)[O-])cc4c3OCOC4)s2)c1	-15%	-8	13%	-10	0%	8%	-6%	10%
25	CCSc1nnc(NC(=O)c2cc(-c3ccc(C)c(C)c3O)n[nH]2)s1	-31%	12	8%	0	-4%	-9%	2%	4%
26	CC(=O)Nc1ccc(N2C(=O)C3C4CC(=O)C(c5ccccc54)C3C2=O)cc1 (stereo not given)	-1%	-60*	-10%	-6	1%	-13%	23%	0%
27	CSc1nnc([C@H](Cc2c[nH]c3ccccc23)NC(=O)OC(C)(C)C)o1	26%	13	-20%	9	17%	-5%	-9%	2%
28	COc1ccc(NS(=O)(=O)c2cccc(C(=O)N3CCCCCCC3)c2)cc1	1%	5	9%	2	-1%	5%	-16%	-1%
29	CCOC(=O)COc1ccc(S(=O)(=O)N2CCc3ccccc3C2)cc1	15%	-27	-2%	-8	29%	13%	-1%	15%
30	CCOC(=O)CSc1nnc2cc(C)c3ccccc3n12	-12%	14	0%	6	-14%	-4%	15%	4%
31	COC(=O)c1cc2c(C)nn(C)c2s1	-9%	4	-5%	4	-2%	-6%	-6%	-11%
32	Cc1[nH]c2ccccc2c1C(c1ccccc1)c1ccc(Cl)s1 (stereo not given)	-4%	nt	35µM*	-24	nt	?	nt	nt
33	C#CCOCCOCCOCCNc1nc(N2CCN(C(=O)[C@H](CCC(=O)O)n3cc([C@@H](N)CO)nn3)CC2)nc(N2CCN(C(=O)[C@H](CCC(=O)O)n3cc([C@@H](N)CCSC)nn3)CC2)n1	-8%	7	13%	8	-1%	-6%	1%	-1%
34	CC(C)CN(CCNC(=O)c1cn(C)c2ccc(S(=O)(=O)N3CCCCCC3)cc2c1=O)CC(C)C	7%	nt	-5%	4	nt	9%	nt	nt
35	COc1ccc(-n2ccnc(NCc3cccs3)c2=O)cc1	16%	nt	?	0	nt	-10%	nt	nt
36	Cc1csc(NC(=O)CCN2C(=O)c3ccccc3S2(=O)=O)n1	-1%	-21	5%	-1	1%	4%	9%	3%
37	CC1=C(C(=O)N(C)C)CC(CC(=O)NC2CCCC2)C(=O)N1Cc1ccc(F)cc1 (stereo not given)	-10%	0	?	0	0%	9%	6%	-2%
38	CC1=C(C#N)C(=O)NC(=O)/C1=C\c1ccc(-c2cc(C)c(C)cc2[N+](=O)[O-])o1	43%	-10	?	-1	-34%[inhibitor]	-32%[inhibitor]	?	-2%
39	CC1CCN(c2nc(-c3ccncc3)nc3ccccc23)CC1	14%	0	13µM*	2	?	14%	-10%	9%
40	CC(OC(=O)CC1Sc2ccccc2NC1=O)C(=O)NC1CCCC1 (stereo not given)	12%	3	12%	14	1%	11%	-9%	7%
41	CCC(C)NC(=O)Cn1c(=O)n(CCCC(=O)NCc2ccccc2Cl)c(=O)c2ccccc21 (stereo not given)	15%	4	-2%	0	6%	12%	11%	-13%
42	CC(C)(C)NC(=O)C(=O)NNC(=O)c1cccc([N+](=O)[O-])c1	13%	-12	-1%	-9	-2%	-18%	2%	29%
43	CC(=O)Nc1cc(-c2ccsc2)cn2c(-c3ccc(F)cc3)cnc12	30%	14	0%	2	-1%	-10%	-15%	0%
44	Cn1ccnc1SCC(=O)n1c2c(c3ccccc31)CCCC2	37%	0	?	-1	1%	-5%	-25%	10%
45	O=C(CSc1nnc(CN2CCOCC2)n1-c1ccccc1)Nc1ccc(Cl)cc1	10%	4	-6%	1	4%	1%	4%	-7%
46	N#C/C(=N\Nc1ccccc1Cl)C(=O)c1ccccc1	-36%	1	2%	3	-8%	0%	6%	-9%
47	CC1=C(C(N)=O)C(c2cccs2)n2ncnc2N1 (stereo not given)	-14%	-1	-10%	12	1%	-2%	14%	-3%
48	CCOc1ccc(Sc2cc(C(=O)NCCc3ccccc3)c3ccccc3n2)cc1	-17%	nt	4%	11	nt	-7%	nt	nt
49	CC(=O)N=c1sc2nc3ccccc3nc2n1N(C(C)=O)C(C)=O	33%	-11	28%	-7	-1%	-5%	-2%	1%
50	CC(C)NC(=O)C1(C)CSCC(=O)N1Cc1cccc(C(F)(F)F)c1 (stereo not given)	-10%	3	10%	-2	0%	9%	1%	5%
51	COC(=O)c1ccccc1NC(=O)CN(c1ccc(OC)cc1)S(C)(=O)=O	23%	-17	-3%	3	-2%	12%	11%	9%
52	CCOc1ccc(CNC(=S)N/N=C/c2ccc(OC)c(OC)c2)cc1	nt	28	5%	1	-7%	2%	-7%	-6%
53	O=C(CNC(=O)c1ccco1)NCC(=O)OCc1cccc(C(=O)Oc2ccccc2)c1	-2%	-13	-21%	-13	0%	-7%	14%	-5%
54	C=CCc1ccc(OCCCCCN2CCOCC2)c(OC)c1	2%	-13	4%	-29	-8%	6%	10%	5%
55	CCn1cc(C(=O)N2CCN(c3cc(Cl)ccc3C)CC2)c2cc(OC)c(OC)cc2c1=O	7%	nt	3%	-5	nt	-20%	nt	nt
56	COc1ccccc1NC(=O)CCS(=O)(=O)c1cc2c(cc1Cl)NC(=O)CO2	3%	14	15%	-5	-7%	14%	0%	-4%
57	CC(C)NC(=O)C1(C)CN(S(C)(=O)=O)CC(=O)N1C1CC1 (stereo not given)	-17%	16	1%	7	0%	-12%	3%	6%
58	CCCCc1oc2c(c(=O)c1C)C(=O)CC(c1ccccc1)C2 (stereo not given)	13%	22	1%	1	-2%	-9%	-5%	9%
59	CCOC(=O)C1(C)NC(c2cccs2)C2C(=O)N(c3ccc(OC)cc3)C(=O)C21 (stereo not given)	36%	9	1%	5	7%	-13%	13%	10%
60	Cc1cnc(NC(=O)CSc2nnc(C)s2)s1	-14%	-22	0%	-2	nt	-12%	10%	11%

Only part of the results is shown (hit frequency here may not be typical).
